Source: PubChem
Tb PGK inh = inhibitors of T. brucei phosphoglycerate kinase | Potency, µM (top dose mostly 57.5 µM), for inactives: at the highest dose activity change, negative = inhibition, hits mostly inhibitors | PGK/GAPDH coupled, Kinase-Glo luminescence, 60 min | 380,000 compounds, 0.043% hits; further: potency means the concentration at half of the fitted maximal effect; on the % scale 0 is the no-effect control and ±100 the full control effect; nearly all actives have a fitted effect of over 60% in size
Target sequence (P07378 whole entry, looked up): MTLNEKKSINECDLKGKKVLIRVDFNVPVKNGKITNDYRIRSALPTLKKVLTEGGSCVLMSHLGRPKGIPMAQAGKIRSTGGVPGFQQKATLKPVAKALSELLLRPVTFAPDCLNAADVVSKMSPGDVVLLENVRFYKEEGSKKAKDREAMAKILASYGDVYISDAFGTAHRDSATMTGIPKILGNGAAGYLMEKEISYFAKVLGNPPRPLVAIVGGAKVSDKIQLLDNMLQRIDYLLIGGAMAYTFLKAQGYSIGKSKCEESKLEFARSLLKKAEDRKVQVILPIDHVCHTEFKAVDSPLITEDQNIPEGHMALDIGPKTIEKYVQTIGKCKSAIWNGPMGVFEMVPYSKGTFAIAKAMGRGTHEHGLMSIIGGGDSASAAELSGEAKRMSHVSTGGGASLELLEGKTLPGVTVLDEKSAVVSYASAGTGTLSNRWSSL
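Recombinant glycosomal PGK reaction used 1,3-bisphosphoglycerate generated in-well by GAPDH (100nM final) in 100mM TEA pH 7.6, 5mM MgCl2, 0.01% Tween-20. After 60 minutes at room temperature, ATP was read by Kinase-Glo Plus luminescence end-point.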
ERG-DNA inh = blocks human ERG Ets domain binding to DNA. 370,000 compounds, 0.028% hits. fluorescence polarization, His-ERG Ets domain / labelled DNA. Potency, µM (series often up to 76.9 µM), inactives show at the highest dose FP activity, negative = inhibition, actives largely listed as inhibitors. P11308; active means well fitted inhibition curve with a large enough effect in the polarisation, with a control signal flat; inconclusive means small, poorly fitted or top-dose-only effect, or effect the other way, or a change in a side signal; inactive means no such curve, though single readings can be large or run the other way; the % refers to the polarisation;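 further: polarization taken with two DNA probes labelled with fluorescein and Texas red; potency means the concentration at half of the fitted maximal effect; % of control where 0% means no effect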
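His-tagged ERG Ets domain (1 uM in the protein solution; 300mM KCl, 50mM Tris-HCl, 1mM EDTA, 1mM DTT, pH 7.5) received compound, then a probe mix of 5 nM fluorescein-DNA and 100nM Texas-615-DNA. Fluorescence polarization was read for both dyes.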
HP1b chromo inh = inhibitors of HP1-beta chromodomain binding to methylated histone tails. P83916. 390,000 compounds, 0.56% hits. Potency, µM (series often up to 114 µM), for inactives: top-dose activity change, negative = inhibition, most hits filed as inhibitors. AID 540317. AlphaScreen HP1-beta / biotin-H3K9me3 peptide binding; further: potency means the concentration at half of the fitted maximal effect; nearly all actives have a fitted effect of over 70% in size; inactives centre near 23
Target sequence (P83916 whole entry, looked up): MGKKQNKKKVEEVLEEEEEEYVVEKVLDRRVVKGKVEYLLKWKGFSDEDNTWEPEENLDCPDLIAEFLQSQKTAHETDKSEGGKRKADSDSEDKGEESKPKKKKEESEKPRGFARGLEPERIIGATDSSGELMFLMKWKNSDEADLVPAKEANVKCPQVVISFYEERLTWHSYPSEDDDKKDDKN
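HP1-beta protein (50 nM final) preincubated 30 min at room temperature with biotinylated H3(1-18)K9me3 peptide (50 nM) in PBS pH 7.4, 0.01% Tween-20, then compound added for 30 min. AlphaScreen streptavidin donor/nickel chelate acceptor beads (10 ug/mL final), 30 min dark, luminescence read.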
GLS inh = inhibitors of human glutaminase (GLS) | O94925 | GLS enzymatic activity, qHTS titration | Potency, µM (highest dose often 45.5 µM), without a hit: at the top dose activity change, negative = inhibition, most hits filed as inhibitors | 410,000 compounds, 0.21% hits | AID 624170; further: potency means the concentration at half of the fitted maximal effect; on the % scale 0 is the no-effect control and ±100 the full control effect
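Assay buffer: 45 mM KH2PO4 pH 8.2, 0.02% Tween-20. hKGA acts on L-glutamine (1 mM solution added); product glutamate is reported by an oxidase/peroxidase Amplex Red coupling, with fluorescence taken at baseline and 30 min.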
Pin1 inh = blocks the human prolyl isomerase Pin1 | Q13526 | Pin1 FP peptide displacement, HiFluor488, 10 min | Potency, µM (top dose mostly 115 µM), without a hit: at the highest dose activity, negative = inhibition, hits mostly inhibitors | 390,000 compounds, 0.009% hits; active means well fitted inhibition curve with a large enough effect in the polarisation, with a control signal flat, not every such curve was filed as active; inconclusive means small, poorly fitted or top-dose-only effect, or effect the other way, or a change in a side signal; inactive means no such curve, though single readings can be large or run the other way; the % refers to the polarisation; further: potency means the concentration at half of the fitted maximal effect; on the % scale 0 is the no-effect control and ±100 the full control effect
JMJD2A Tudor inh = blocks the human JMJD2A Tudor domain; O75164; AlphaScreen JMJD2A-Tudor / H3K4me3 peptide binding; Potency, µM (highest dose often 114 µM), for the others: at the top dose activity change, negative = inhibition, actives largely listed as inhibitors; 390,000 compounds, 4.4% hits; AID 504339; further: potency means the concentration at half of the fitted maximal effect; on the % scale 0 is the no-effect control and ±100 the full control effect; nearly all actives have a fitted effect of over 50% in size
G9a inh = inhibitors of human histone lysine methyltransferase G9a | Q96KQ7 | G9a H3K9 monomethylation, AlphaScreen, 2 h | Potency, µM (highest dose often 102 µM), inactives show top-dose activity, negative = inhibition, most hits filed as inhibitors | 350,000 compounds, 8.8% hits | AID 504332; further: potency means the concentration at half of the fitted maximal effect; on the % scale 0 is the no-effect control and ±100 the full control effect; nearly all actives have a fitted effect of over 75% in size
Target sequence (Q96KQ7 913-1193 limits assumed): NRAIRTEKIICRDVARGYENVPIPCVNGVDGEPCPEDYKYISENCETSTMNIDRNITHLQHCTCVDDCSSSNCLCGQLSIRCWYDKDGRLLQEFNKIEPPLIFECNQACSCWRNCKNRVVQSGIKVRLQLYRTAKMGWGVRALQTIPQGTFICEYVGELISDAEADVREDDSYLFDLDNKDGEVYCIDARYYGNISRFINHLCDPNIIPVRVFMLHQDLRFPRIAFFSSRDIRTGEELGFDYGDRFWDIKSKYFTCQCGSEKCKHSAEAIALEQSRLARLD
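Step 1: enzyme (final 20 nM) with compound, 15 min RT. Step 2: substrate peptide 500 nM and SAM 20 uM, 2 h RT. Step 3: anti-H3K9me1 antibody and AlphaScreen beads, 10 min, then plate read.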
BAZ2B block = blocks human BAZ2B; Q9UIF8; AlphaScreen BAZ2B-H3K14Ac peptide displacement; Potency, µM (titrated, usually from 114 µM), inactives show top-dose activity change, negative = inhibition, usual class: inhibitors; 360,000 compounds, 4.4% hits; AID 504333; further: potency means the concentration at half of the fitted maximal effect; on the % scale 0 is the no-effect control and ±100 the full control effect; nearly all actives have a fitted effect of over 60% in size
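BAZ2B (50 nM) with biotin-H3(5-23)K14Ac peptide (50 nM) in PBS pH 7.4, 0.01% Tween-20, preformed 30 min, then compound 30 min at room temperature; top concentration 110uM. AlphaScreen streptavidin donor/nickel chelate acceptor beads (10 ug/mL final), 20 min dark, signal read.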
PI4K2A inh = PI4K2A (human) kinase inhibition; purified PI4K2A, ADP-Glo luminescence, 1 h; hits give low values; 420,000 compounds, 0.13% hits; activity change, negative = inhibition, % at 76.9 µM; Q9BTU6; in the data active means activity change below about -50%; inconclusive means mostly about -30% to -49%;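 further: -100% = wells without enzyme as full effect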
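In this quantitative HTS, ADP production by PI4K2A was quantified luminescently after 1 h at ambient temperature; 100 microM adenosine served as plate-quality control.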
Active calls of the source: *; i = inactive; ? = inconclusive; . = not tested or not shown; [ ] = dose if it differs, or a comment. Unless noted, the call rests on the fitted dose curve; in most records, active means well fitted curve in the direction sought with a large enough effect; inconclusive means small, poorly fitted or top-dose-only effect, or another doubt; inactive means no such curve, though single readings can be large; an effect the other way counts as inactive or inconclusive. Outcome played no part in choosing rows; about 11% have a hit in one of these screens.

Order of results – Tb PGK inh | ERG-DNA inh | HP1b chromo inh | GLS inh | Pin1 inh | JMJD2A Tudor inh | G9a inh | BAZ2B block | PI4K2A inh
COc1ccc(Cc2nnc(NC(=O)c3c(-c4ccccc4)noc3C)s2)cc1
  -1% | 11% | 30% | 19% | 3% | -26% | ? | ? | -8
COc1cccc(NC(=O)Nc2cccc(C)n2)c1
  -12% | 9% | 27% | -5% | -1% | -16% | 8% | 7% | 6
Cc1ccc(CCNC(=O)c2c(C)nn(-c3ccc(F)cc3)c2-n2cccc2)cc1
  -4% | -2% | 74%[activator] | 7% | 1% | 17% | 6%[59 µM] | 4% | 3
O=C(N/N=C/c1ccc(N2CCOCC2)cc1)c1ccncc1
  i | . | 41% | -3% | 21% | -6% | 10%[59 µM] | -1% | -1
Cc1ccc(CCNC(=O)C2CCN(S(=O)(=O)N3CCCCC3)CC2)cc1
  5% | -11% | 73%[activator] | -9% | -1% | -9% | . | -6% | 0
CCN=C1SC(C(=O)Nc2cc(Cl)cc(Cl)c2)CC(=O)N1CC (stereo unspecified)
  8% | 5% | 37% | 5% | -2% | 4% | 5% | 0% | 3
CCCCNc1c(-c2ccc(-c3ccc(C(C)=O)cc3)c(OC)c2)nc2cnccn12
  i | 9% | 92%[activator] | 18% | ? | -29% | -2%[12.7 µM] | ? | -4
CCN(CC(=O)Nc1ccc(S(=O)(=O)N2CCCCC2)cc1)Cc1ccccc1
  -7% | 13% | 21% | 3% | 54%[activator] | -12% | 5%[0.501 µM] | 7% | 2
CCCN(CCC)C(=O)Cn1c(SCc2cccc(C(F)(F)F)c2)nc2cccnc21
  -2% | 3% | 38% | -3% | 0% | -2% | -38%[59 µM] | 1% | 2
Cc1ccc(C(=O)NC(=S)NCCCN2CCOCC2)cc1
  -1% | -1% | 22% | 0% | 0% | 2% | -3% | -22% | -4
Cc1csc(NC(=O)C2CCCCN2S(=O)(=O)c2ccccc2)n1 (stereo unspecified)
  -13% | -5% | 26% | -8% | 0% | -12% | 6% | -17% | 4
CCn1c(N2CCN(S(=O)(=O)c3ccccc3C(F)(F)F)CC2)nc2ccccc21
  -3% | 3% | 9% | 1% | 0% | -14%[57.1 µM] | 50µM* | ? | 8
CSc1ncc2c(=O)[nH]c(-c3ccccc3)nc2n1
  i | 10% | 56%[activator] | 1% | 1% | -5% | -10%[2.33 µM] | 7% | 0
CSc1cccc(NC(=S)N2CCC(N(C)C3CCCC3)CC2)c1
  i | 5% | 32% | 0% | -12% | -11% | -3% | 1% | 2
O=C(CCCc1nc(-c2ccc(Cl)cc2)no1)NC1CCCCC1
  4% | -9% | 19% | 0% | -2% | -20% | 0%[59 µM] | 7% | 17
COc1cccc(CN2CC(C(=O)NCc3ncc(C)[nH]3)CCC2=O)c1 (stereo unspecified)
  -5% | -2% | 7% | 0% | -3% | -15% | 13% | ? | -3
Nc1nc(-c2ccco2)nn1C(=O)c1ccc(F)cc1
  5% | 4% | 39% | 7% | 13% | -14% | 2%[59 µM] | -16% | 3
COc1cc(-n2c(C)nc3cccnc32)c(Cl)cc1C(=O)O
  1% | 1% | 34% | -2% | ? | 24% | -20% | 2% | -13
O=C(COC(=O)CCC(=O)c1ccc(F)cc1)Nc1nnc(-c2ccccc2)o1
  i | 2% | 92%[activator] | -2% | 5% | -10% | -24% | -34% | 0
CC(C)(C)c1ccc(C(=O)OC/C(O)=C(\C#N)c2nc3ccccc3s2)cc1
  i | -5% | 10% | -2% | 7% | -22% | 2%[59 µM] | -34% | -3
CC(O)c1nc2ccccc2n1Cc1ccccc1 (stereo unspecified)
  i | 8% | 24% | -6% | 3% | -19% | 14% | 2% | -4
COc1ccc(S(=O)(=O)N(C)C)cc1NC(=O)COC(=O)CC1CCCC1
  i | 3% | 51%[activator] | -2% | -2% | -19% | -25% | -17% | 1
CN1CCN(c2nc3c(c(=O)[nH]c(=O)n3C)n2Cc2ccc([N+](=O)[O-])cc2)CC1
  0% | 4% | 35% | 1% | -16% | -2% | -37% | -2% | -2
COCC(C)NC(=O)C(C)N1c2cccc3cccc(c23)S1(=O)=O (stereo unspecified)
  0% | 3% | 43%[activator] | -6% | -5% | 0% | . | -7% | -3
CC(C)(C)N=C1NN=C(c2ccc(Cl)cc2)CS1
  i | 1% | 0% | 2% | -2% | ? | -1%[59 µM] | ? | -4
O=C(Nc1ccccc1)Nc1ccc(Nc2ccccc2)cc1
  -9% | -4% | 19% | -2% | -2% | 2% | . | . | 6
N#Cc1ccc(-c2cccs2)nc1SCc1ccc(Br)cc1
  1% | 12% | 126%[activator] | -3% | ? | 52%[activator] | 50%[activator][59 µM] | 21% | -4
CCN(CC)c1ccc(C(=O)O)cc1
  1% | 17% | 18% | 25% | 2% | -12% | -17%[59 µM] | -3% | -3
O=C(CCl)Nc1ccc2c(c1)OCO2
  11% | -3% | 49%[activator] | -1% | 8% | -6% | 2%[59 µM] | -9% | 4
CCn1c(/C=C/c2ccccc2)nc2ccccc2c1=O
  3% | -4% | 35% | -2% | -2% | -1% | -1%[59 µM] | 1% | -2
O=C(NCc1ccccn1)c1cc2c(ccc3ccccc32)oc1=O
  -4% | 3% | 20%[57 µM] | 2% | 51%[activator] | 7% | 2% | -11% | -2
OCC1(Cc2ccccc2F)CCCN(CCc2ccccc2)C1 (stereo unspecified)
  -5% | 8% | 43%[activator] | -6% | -5% | -12% | 20% | 1% | -3
O=C(NN1C(=O)/C(=C\c2cccnc2)SC1=S)c1ccco1
  -6% | 17% | 9% | -3% | -4% | 0%[57.1 µM] | ? | . | -3
CC1CCCC(NC(=O)COC(=O)CSc2ccc3ccccc3c2)C1C (stereo unspecified)
  -9% | 1% | 49%[activator] | -2% | 12% | -5% | -10%[59 µM] | -1% | -2
O=C(CN1C(=O)NC2(CCCCCC2)C1=O)c1ccc(F)cc1
  -6% | 6% | 33% | -6% | 4% | -9% | -4%[59 µM] | -4% | 2
CC1CN(c2sc(S(C)(=O)=O)nc2S(=O)(=O)c2ccc(Cl)cc2)CC(C)O1 (stereo unspecified)
  10% | 2% | 62%[activator] | 5% | -1% | -9% | . | -1% | 4
COc1cccc(/C=C/C(=O)N2CCN(c3ccccn3)CC2)c1
  -6% | 2% | 23% | 8% | -4% | -16% | . | -16% | 2
Cc1scc(C(=O)NNC(=S)NCc2ccccc2)c1C
  5% | 1% | 38% | 22% | -1% | -17% | -13%[59 µM] | 1% | -3
CC(=O)Nc1c(C)nn(-c2ccc([N+](=O)[O-])cc2)c1C
  -4% | -5% | 30% | 1% | -8% | -10% | 2% | -28% | -19
Oc1c(Cl)cc(Cl)cc1/C=N/NC(=S)NC1CC2C=CC1C2 (stereo unspecified)
  -1% | 10% | 30% | 27% | -2% | 50µM* | -3% | 7.9µM* | 12
CCOC(=O)C1=C(COC(=O)c2ccc(Br)o2)NC(=O)NC1C (stereo unspecified)
  i | 10% | 25% | -2% | 0% | -5% | 52%[activator] | -18% | 1
CCCC(=O)Nc1ccc(NC(=O)c2ccccc2F)cn1
  i | -9% | 30% | -1% | 2% | -11% | 0%[59 µM] | 4% | -6
CCOc1ccc(CNC(=O)C2CCC(=O)N2C2CCCC2)cc1OC (stereo unspecified)
  -9% | . | 25% | 8% | -6% | -8% | 20%[12.7 µM] | -25% | 1
CCOc1ccc(N2C(=O)CC(SCC(=O)O)C2=O)cc1 (stereo unspecified)
  -7% | -1% | 36% | 75%[activator] | 1% | 1% | 50µM* | -3% | 2
Cc1cc(-c2ccc(C)c(S(=O)(=O)NCCCN3CCCCCC3)c2)on1
  -7% | 7% | 16% | 1% | 0% | -15% | 8% | -18% | -1
Cn1c(CC2C(=O)Nc3ccc(Br)cc32)nc2ccccc2c1=O (stereo unspecified)
  -10% | . | 31% | -10% | 0% | -15% | 50µM* | -4% | 0
NC(=O)COC(=O)C1c2ccccc2Oc2ccccc21
  -7% | 2% | 66%[activator] | 2% | 0% | -13% | -2%[2.33 µM] | 29% | 2
CCCC(=O)Nc1cc2c3c(c1)CC(=O)N3CCC2
  -2% | 8% | 47%[activator] | 0% | 2% | -5% | -4% | -2% | -6
C[C@@H]1CCC[C@@]2(O[C@@H](CCO)C[C@@H](O)[C@@H]2O)O1
  3% | -4% | 19% | -1% | 3% | -8% | . | . | 4
Cc1ccc(S(=O)(=O)Nc2ccc(Br)cc2/C=N/n2cnnc2)cc1
  -8% | . | 26% | 16% | -1% | -16% | -4% | -21% | -5
Cn1c(=O)c2c(nc(-n3ccnc3)n2Cc2ccccc2)n(C)c1=O
  i | -2% | 35%[activator] | 11% | 1% | 1% | -3%[12.7 µM] | 24% | -3
COC(=O)c1ccc(C)c(NC(=O)CCn2[nH]c(=O)ccc2=O)c1
  3% | -4% | 10%[57 µM] | 0% | -5% | 4% | . | . | 0
